Bioassay records deposited in PubChem by NCI.
Growth percent in the NCI-60 one-dose screen (48 h, 10 µM unless noted): 100 = growth as untreated, 0 = no growth, -100 = all killed.
SK-MEL-28 = SK-MEL-28 melanoma | 4.1% of 81,000 active | AID 1794761
A549/ATCC = A549/ATCC NSCLC. 3.7% of 81,000 active. AID 1794740
EKVX = EKVX NSCLC | 3% of 71,000 active
HOP-62 = HOP-62 NSCLC; 3.9% of 80,000 active
M14 = M14 melanoma. 6.2% of 80,000 active
HOP-92 = HOP-92 NSCLC cells. 6.3% of 71,000 active. AID 1794738
SK-MEL-5 = SK-MEL-5 melanoma. 6.4% of 80,000 active. AID 1794755
CCRF-CEM = CCRF-CEM leukemia | 7% of 77,000 active | AID 1794778
Active calls of the source: *; x = no result given. The calls were made as follows: active = growth percent below 10; inactive = the rest.

[1] O=C(Nc1ccc([N+](=O)[O-])cc1)C(c1ccccc1)c1ccccc1
[2] O=C(CN1CCCc2ccccc21)NNC(=O)c1cc2ccccc2o1
[3] COc1ccc(C)cc1NS(=O)(=O)c1ccccc1
[4] Cc1ccc(NC(=O)Nc2ccc(Nc3ncnc4sc5c(c34)CCOC5)cc2)cc1Cl
[5] COc1ccc(C=O)c(C)c1
Assay by compound	1	2	3	4	5
SK-MEL-28	94	103	114	111	110
A549/ATCC	78	108	113	86	110
EKVX	70	122	112	110	x
HOP-62	105	94	116	75	98
M14	104	104	104	99	108
HOP-92	66	81	x	92	x
SK-MEL-5	93	102	113	95	99
CCRF-CEM	83	97	97	90	95

[6] COC(=O)c1c(-c2ccccc2)csc1NC(=O)c1c(-c2ccccc2)noc1C
[7] Cc1ccc(S(=O)(=O)N2CCC(C3(C(F)(F)F)N=N3)CC2)cc1
[8] O=C(Nc1cccc(NC(=O)c2ccccn2)c1)c1ccc(F)cc1
[9] Cn1c(-c2nonc2NC(=O)c2ccc(F)cc2)nc2ccccc21
[10] CCCCCCNC(=O)Oc1ccc(/C(=C(/C)Cc2ccc(OC)cc2)c2ccc(OCCCN(C)C)cc2)cc1
Assay by compound	6	7	8	9	10
SK-MEL-28	48	99	102	110	-44*
A549/ATCC	-19*	91	100	98	32
EKVX	59	87	93	x	83
HOP-62	52	96	96	120	76
M14	52	95	95	106	-64*
HOP-92	x	91	108	104	25
SK-MEL-5	32	93	98	97	6.7*
CCRF-CEM	35	x	100	105	-2.3*

[11] CCOC(=O)C1(C(C)=O)CC1
[12] Cc1nn(-c2ccccc2)c(N(C)Cc2ccccc2)c1C1CC(c2ccc(Cl)cc2)=NN1C=O (stereo unspecified)
[13] CCCSc1nc(Nc2ccc(/C(C)=N\NC(N)=S)cc2)c(C#N)c(-c2ccc(F)cc2)n1
[14] CC(C)Oc1ccc(/C(O)=C2\C(=O)C(=O)N(c3nccs3)C2c2ccc(F)cc2)cc1 (stereo unspecified)
[15] COc1ccc2oc(=O)cc(-c3nnc(N)o3)c2c1
Assay by compound	11	12	13	14	15
SK-MEL-28	95	90	103	116	102
A549/ATCC	100	55	101	101	102
EKVX	x	67	103	117	94
HOP-62	109	73	115	103	103
M14	112	77	114	92	85
HOP-92	x	69	99	83	74
SK-MEL-5	103	66	100	99	96
CCRF-CEM	x	72	98	98	x

[16] CCOC(=O)C1(Cc2ccccc2C#N)CCCCC1=O (stereo unspecified)
[17] COc1ccc(C(=O)COc2ccc(/C=C3\COc4ccc5ccccc5c4C3=O)cc2)cc1
[18] FC(F)(F)c1nn(-c2ccccc2)c2c1-c1cc3c(cc1CO2)OCO3
[19] Cc1cc(C)cc(NC(=O)CSc2oc(-c3ccccc3)nc2S(=O)(=O)c2ccc(F)cc2)c1
[20] Clc1ccc(/C=N/Nc2nnc(-c3ccncc3)o2)cc1
Assay by compound	16	17	18	19	20
SK-MEL-28	115	122	108	110	115
A549/ATCC	97	x	97	74	99
EKVX	93	76	100	91	86
HOP-62	111	120	106	93	91
M14	105	107	106	102	98
HOP-92	x	92	x	59	81
SK-MEL-5	100	86	101	100	100
CCRF-CEM	124	72	121	97	96

[21] Cc1ccc(S(=O)(=O)OCCCCCCOS(=O)(=O)c2ccc(C)cc2)cc1
[22] CC1(C)CC[C@]2(C(=O)N[C@@H](Cc3ccccc3)C(=O)O)CC[C@]3(C)C(=CC[C@@H]4[C@@]5(C)C/C(=C/c6ccco6)C(=O)C(C)(C)[C@@H]5CC[C@]43C)[C@@H]2C1
[23] O=C1Nc2ccccc2/C1=C/c1cn(C(=O)c2ccc(Cl)cc2)c2ccccc12
[24] C/C(=N\O)[C@@H]1CC[C@]2(C(=O)O)CC[C@]3(C)[C@H](CC[C@@H]4[C@@]5(C)CC[C@H](O)C(C)(C)[C@@H]5CC[C@]43C)[C@@H]12
[25] O=C1CC(c2nc3ccccc3o2)CN1c1ccc(Cl)cc1 (stereo unspecified)
Assay by compound	21	22	23	24	25
SK-MEL-28	107	52	93	103	106
A549/ATCC	81	41	101	98	96
EKVX	90	65	59	99	x
HOP-62	82	69	111	92	91
M14	92	58	102	99	99
HOP-92	99	86	99	94	85
SK-MEL-5	91	40	98	103	100
CCRF-CEM	104	55	104	88	94

[26] C/C(=C\CCc1ccsc1)CC/C=C(\C)CCCO
[27] C=CCOC(=O)C1=C(C)NC2=C(C(=O)CCC2)C1c1ccc(O)cc1 (stereo unspecified)
[28] O=[N+]([O-])c1ccc(C(S(=O)(=O)Cc2ccccc2)S(=O)(=O)Cc2ccccc2)cc1
[29] N/C(=N\C(N)=N\c1nc2ccccc2s1)c1ccc([N+](=O)[O-])cc1
[30] Cc1cc2nc(C(Cl)Cl)nc(-c3cccs3)n2n1
Assay by compound	26	27	28	29	30
SK-MEL-28	111	111	98	113	15
A549/ATCC	114	96	84	99	-23*
EKVX	x	113	x	87	-7.9*
HOP-62	119	92	97	82	-2.2*
M14	104	102	93	90	x
HOP-92	x	97	68	100	-11*
SK-MEL-5	x	106	92	94	84
CCRF-CEM	98	111	83	85	60

[31] CN(C)c1ccc(C(O)(c2ccc(N(C)C)cc2)c2ccc(N(C)C)cc2)cc1
[32] COC(=O)C1=NNC(C(=O)OC)C1c1ccccc1 (stereo unspecified)
[33] CS(=O)c1nccc(-c2c(-c3ccc(F)c(OCCc4ccc(F)cc4)c3)nc3sccn23)n1 (stereo unspecified)
[34] COc1ccc(/C=c2/nc3n(-c4ccccc4)c4n(n-3c2=O)N(N)/C(=N/N)NN=4)cc1
[35] CC(=O)OC[C@]12CC[C@@H](C(=O)/C=C/c3cccnc3)[C@@H]1[C@H]1CC[C@@H]3[C@@]4(C)CC[C@H](OC(C)=O)C(C)(C)[C@@H]4CC[C@@]3(C)[C@]1(C)CC2
Assay by compound	31	32	33	34	35
SK-MEL-28	106	116	65	133	-56*
A549/ATCC	80	93	101	109	23
EKVX	x	94	36	91	22
HOP-62	92	x	100	91	28
M14	99	103	68	104	12
HOP-92	71	103	47	83	-29*
SK-MEL-5	70	104	99	99	-96*
CCRF-CEM	71	93	14	115	2.4*

[36] O=C(Cc1ccccc1)c1ccc(Cl)cc1
[37] O=C(NCCc1c[nH]c2ccccc12)c1cc(S(=O)(=O)NCCc2c[nH]c3ccccc23)c(O)c(O)c1O
[38] O=C(O)Cc1ccc(Cl)cc1Cl
[39] CCOC(=O)c1c(-c2cc(OC)c(OC)c(OC)c2)csc1NC(=O)c1ccccc1
[40] Cc1ccc(N(Cc2ccc(Cl)cc2)C2OC(=O)c3ccccc32)cc1 (stereo unspecified)
Assay by compound	36	37	38	39	40
SK-MEL-28	114	96	116	106	104
A549/ATCC	69	98	103	105	92
EKVX	87	81	105	113	107
HOP-62	100	68	x	105	94
M14	101	90	108	126	102
HOP-92	104	90	84	x	100
SK-MEL-5	103	70	95	x	101
CCRF-CEM	99	61	113	104	120

[41] C[C@@H]1C(=O)CC[C@]2(C)[C@H]3CC[C@@H]4[C@H]5[C@H]6OC[C@@]5(CCC6(C)C)CC[C@@]4(C)[C@]3(C)CC[C@@H]12
[42] CS(=O)(=O)c1nccc(-c2c(-c3cccc(OCc4ccc(Cl)c(C(F)(F)F)c4)c3)nc3sccn23)n1
[43] CCn1c(=O)oc2ccc(Cl)cc21
[44] c1csc(-c2cn3ccnc3c(-c3ccc4ncn(C5CCCCC5)c4c3)n2)c1
[45] O=C(Nc1ccc2c(O)c(N=Nc3ccccc3)c(S(=O)(=O)O)cc2c1)c1ccccc1
Assay by compound	41	42	43	44	45
SK-MEL-28	100	51	108	113	112
A549/ATCC	97	106	100	95	97
EKVX	92	79	101	107	103
HOP-62	99	32	103	x	94
M14	85	73	109	104	103
HOP-92	70	74	88	68	90
SK-MEL-5	102	97	104	92	100
CCRF-CEM	96	13	105	54	100

[46] COc1cccc2c1C(=O)c1c(O)c3c(c(O)c1C2=O)C[C@](O)(C(=O)CO)C[C@H]3O[C@@H]1C[C@@H](NC(=O)CCCCCN(C)C2(c3ccc(F)cc3)CC3CCC2C3)[C@H](O)[C@@H](C)O1 (stereo partly specified)
[47] CCOC(=O)/C(=C/c1ccc(OC)cc1)N(CC)CC
[48] O=C(Nc1ccc([N+](=O)[O-])cc1)NN1CCCCCC1
[49] CN1CCN(c2ccc(N3Cc4ccccc4OC4=C3C(=O)c3c(O)ccc(O)c3C4=O)cn2)CC1
[50] O=C(Nc1ccc2c(c1)OCO2)C(=O)c1c[nH]c2ccc(F)cc12
Assay by compound	46	47	48	49	50
SK-MEL-28	x	112	109	-60*	97
A549/ATCC	20	101	94	-4.3*	70
EKVX	34	106	77	-1.2*	x
HOP-62	47	103	111	2.0*	68
M14	-41*	107	109	-77*	x
HOP-92	52	81	68	-59*	108
SK-MEL-5	x	100	x	-62*	77
CCRF-CEM	-22*	100	82	-13*	74

[51] O=C(/C=C/C12c3ccccc3C(c3ccccc31)C1C(=O)NC(=O)C12)c1ccccc1 (stereo unspecified)
[52] Nc1cc2c(cc1Cl)-c1ccc([N+](=O)[O-])cc1/C2=N\O
[53] CCOC(=O)/C(F)=C/C1CC1C(CC)CC (stereo unspecified)
[54] CCOc1cc2c(c(O)c1OCC)C(=O)N[C@@H]1[C@@H](O)[C@@H](O)[C@H](O)C[C@@H]21
[55] CCCCCCn1c(-c2ccc(-c3nc(-c4ccc(Cl)cc4)no3)cc2)nc(-c2ccccc2)c1-c1ccccc1
Assay by compound	51	52	53	54	55
SK-MEL-28	45	109	105	105	110
A549/ATCC	26	59	106	93	106
EKVX	21	66	107	100	99
HOP-62	35	111	119	101	106
M14	20	78	106	100	109
HOP-92	3.2*	x	104	79	119
SK-MEL-5	29	83	100	102	x
CCRF-CEM	13	29	136	103	104

Complete entries as entered above.
Profile of CCCCCCn1c(-c2ccc(-c3nc(-c4ccc(Cl)cc4)no3)cc2)nc(-c2ccccc2)c1-c1ccccc1 = SK-MEL-28 = 110; A549/ATCC = 106; EKVX = 99; HOP-62 = 106; M14 = 109; HOP-92 = 119; SK-MEL-5 = x; CCRF-CEM = 104
Profile of Nc1cc2c(cc1Cl)-c1ccc([N+](=O)[O-])cc1/C2=N\O = SK-MEL-28 = 109; A549/ATCC = 59; EKVX = 66; HOP-62 = 111; M14 = 78; HOP-92 = x; SK-MEL-5 = 83; CCRF-CEM = 29

(continued)
[56] COc1cc(C2CC(c3cccc(Br)c3)=NN2)cc(OC)c1OC (stereo unspecified)
[57] CN1C(=O)N(C)C2C1NN=c1s/c(=C\c3cccnc3)c(=O)n12 (stereo unspecified)
[58] COc1ccc(OC)c(-c2c(C#N)c(=O)oc3c2c(N)nn3-c2ccccc2)c1
[59] O=C(Cc1ccccc1Nc1c(Cl)cccc1Cl)NN1C(=O)/C(=C/c2ccc(F)cc2)SC1=S
[60] CC1CCCN(CCCCCOc2ccc3oc4ccc(Cl)cc4c(=O)c3c2)C1 (stereo unspecified)
Assay by compound	56	57	58	59	60
SK-MEL-28	107	82	108	107	80
A549/ATCC	81	84	109	98	76
EKVX	87	90	96	92	78
HOP-62	97	82	104	104	86
M14	93	61	102	102	-18*
HOP-92	61	79	100	98	89
SK-MEL-5	101	x	98	101	-14*
CCRF-CEM	79	80	103	109	73

[61] O=C(CSc1nnc(-c2cc(-c3ccc(Cl)cc3)nc3ccccc23)n1-c1ccccc1)Nc1ccc(C(=O)/C=C/c2ccc(Cl)cc2)cc1
[62] CC(=O)N(CC#Cc1cccc(C(N)=O)c1)C[C@H]1C[C@@H](n2ccc3c(Cl)ncnc32)[C@H](O)[C@@H]1O
[63] CC(=O)OC[C@H]1O[C@H](OC(C)=O)[C@H](NC(=O)/C=C/CCl)[C@@H](OC(C)=O)[C@@H]1OC(C)=O
[64] N/C(=N\C(N)=N\c1nc2ccccc2s1)c1ccnc(Cl)c1
[65] COc1ccc(C(C#N)N2CCCC2)cc1 (stereo unspecified)
[66] O=C1C=Cc2cccc3ccc(O)c1c23
[67] COc1cc(Br)c(CC(=O)O)cc1OC
[68] O=C1c2ccccc2S(=O)(=O)N1CCCN1C(=O)c2ccccc2S1(=O)=O
Assay by compound	61	62	63	64	65	66	67	68
SK-MEL-28	105	106	x	62	103	81	113	114
A549/ATCC	104	101	88	47	x	57	94	100
EKVX	100	102	95	51	x	67	105	110
HOP-62	103	108	96	44	105	56	114	98
M14	99	102	87	28	105	57	103	102
HOP-92	138	x	77	74	82	24	x	93
SK-MEL-5	94	100	x	17	101	75	107	101
CCRF-CEM	x	102	25	19	x	35	48	108
